Source: PubChem (several laboratories)
TROY NFkB inh = inhibitors of TROY-driven NF-kB signaling, primary screen, Q293 LMP1-TROYcd cells, NF-kB luciferase, uHTS; Q293 LMP1-TROYcd NF-kB luciferase reporter, 4 h; inhibition, % at 10 µM; 360,000 compounds, 0.98% hits; AID 1347056, 2019;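 active = compounds whose plate-normalised and pattern-corrected inhibition of the luciferase reporter signal at the single screening dose is 50% or more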
NR2F2 inh = NR2F2 transcriptional activity inhibitors, primary screen, cell-based, luciferase reporter, HEK293T, luminescence | HEK293T NGFI-A luciferase reporter | inhibition, % at 8.6 µM | 370,000 compounds, 0.7% hits | AID 686940, 2013;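 active = inhibition above a per-plate cutoff, mean inhibition of test wells between control levels plus 3 SD, cut at about 38% in these data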;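 note: cells cotransfected with COUP-TFII expression vector driving the NGFI-A reporter; 0% = median of COUP-TF2 test wells and 100% = reporter-only cells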
Target sequence (P24468 whole entry, looked up): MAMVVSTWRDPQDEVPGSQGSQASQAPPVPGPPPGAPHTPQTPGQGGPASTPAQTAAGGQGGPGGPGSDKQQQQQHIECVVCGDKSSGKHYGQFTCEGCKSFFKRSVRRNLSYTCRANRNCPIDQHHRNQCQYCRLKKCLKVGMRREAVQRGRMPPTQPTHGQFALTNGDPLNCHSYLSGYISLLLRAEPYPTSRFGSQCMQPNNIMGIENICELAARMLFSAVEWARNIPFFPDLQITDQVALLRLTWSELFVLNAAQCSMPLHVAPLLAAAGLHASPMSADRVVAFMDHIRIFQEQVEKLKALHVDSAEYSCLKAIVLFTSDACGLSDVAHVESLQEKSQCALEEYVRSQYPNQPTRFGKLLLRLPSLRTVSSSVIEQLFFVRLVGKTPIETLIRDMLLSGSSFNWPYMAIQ
EBV LMP1 NFkB = EBV LMP1-driven NF-kappaB luciferase reporter inhibitors, primary screen, cell-based, luminescence, single point; LMP1-induced NF-kappaB luciferase reporter cells; inhibition, % at 12.5 µM; 350,000 compounds, 0.69% hits; AID 504558, 2011; in the data active = inhibition above about 41%;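 note: 0% = neutral control wells and 100% = reference inhibitor control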
SRC1 inh = SRC1 coactivator transcriptional activity inhibitors, primary screen, cell-based, luminescence; inhibition, % at 3.6 µM; HEK293 GAL4-SRC1 luciferase reporter; Nuclear receptor coactivator 1 (Homo sapiens), Q15788; 360,000 compounds, 0.12% hits;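 active = inhibition above the campaign mean plus 3 SD, with each screening campaign given its own cutoff, cut at about 60% in these data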;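 note: 0% = DMSO treated cells and 100% = gossypol at 36 µM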
TWEAK-Fn14 inh = inhibitors of TWEAK-Fn14 signaling, primary screen, luciferase reporter cells, uHTS | inhibition, % at 10 µM | 360,000 compounds, 2% hits | TWEAK-stimulated Fn14 reporter cells, luciferase luminescence, 8 h; in the data active = inhibition above about 50%
KKLEB tox = cytotoxicity in KKLEB CF airway cells, primary screen, cytotoxicity control for CF NF-kB inhibitor project, cell-based, uHTS, fluorescence assay plates; activity change (cytotoxicity), % at 5 µM; AID 602141, 2011; 360,000 compounds, 0.36% hits; KKLEB CF airway cells viability, ATPlite luminescence, overnight; stronger effect = lower value; cells stimulated with P. aeruginosa culture filtrate;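 active = corrected activity change at or below -50% at 5 µM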
CF NFkB block = inhibitors of PAF-induced NF-kB signaling, primary screen, cell-based, GFP fluorescence, uHTS. KKLEB NF-kB-GFP reporter, GFP fluorescence overnight. inhibition, % at 5 µM. 360,000 compounds, 0.86% hits;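 active = at least 50% inhibition at 5 µM, scaled per plate between neutral and stimulator controls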;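 note: PAF is a Pseudomonas aeruginosa culture filtrate used as stimulus; plate controls were PAF-stimulated DMSO wells for no effect and unstimulated DMSO wells for full effect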
NR5A2 inv ag = LRH-1 (NR5A2) inverse agonists, primary screen, cell-based, luminescence, HEK293T, StAR-luciferase reporter | LRH-1 transfected, 24 h | 360,000 compounds, 0.13% hits | inhibition, % at 3.6 µM;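 active = inhibition above the mean inhibition of all tested compounds plus 3 SD, cut at about 73% in these data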;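 note: 0% = DMSO wells and 100% = reporter-only cells lacking LRH-1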
Target sequence (O00482 whole entry, looked up): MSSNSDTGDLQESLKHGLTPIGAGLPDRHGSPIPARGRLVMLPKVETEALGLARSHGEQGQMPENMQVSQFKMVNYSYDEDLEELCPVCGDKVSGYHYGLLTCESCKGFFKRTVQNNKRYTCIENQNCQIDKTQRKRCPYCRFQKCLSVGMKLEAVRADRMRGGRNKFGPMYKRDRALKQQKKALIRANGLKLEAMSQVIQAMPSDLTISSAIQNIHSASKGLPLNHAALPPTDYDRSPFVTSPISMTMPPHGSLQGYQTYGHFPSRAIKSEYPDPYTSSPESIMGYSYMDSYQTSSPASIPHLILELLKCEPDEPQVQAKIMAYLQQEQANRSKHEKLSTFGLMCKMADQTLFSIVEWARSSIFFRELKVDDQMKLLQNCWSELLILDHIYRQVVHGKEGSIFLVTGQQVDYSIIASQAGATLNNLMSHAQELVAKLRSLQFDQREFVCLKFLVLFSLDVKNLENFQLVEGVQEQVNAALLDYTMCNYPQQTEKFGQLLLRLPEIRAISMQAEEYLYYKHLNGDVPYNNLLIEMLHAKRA
TRAIL sens C8 = viability loss with TRAIL in NB7+C8 cells, primary screen, TRAIL sensitizer project, cell-based, ATPlite luminescence. inhibition (viability loss, TRAIL sensitization), % at 10 µM. 360,000 compounds, 1% hits;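 active = compounds causing at least 50% loss of cell viability in the single-dose screen, relative to plate controls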
SRC3 inh = SRC3 coactivator transcriptional activity inhibitors, primary screen, cell-based, luminescence; Nuclear receptor coactivator 3 (Homo sapiens), Q9Y6Q9; HEK293 GAL4-SRC3 luciferase reporter; inhibition, % at 3.6 µM; 360,000 compounds, 0.17% hits;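 active = inhibition above a per-campaign cutoff, the mean of all compounds plus 3 SD, cut at about 60% in these data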;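 note: 0% = DMSO-treated cells and 100% = gossypol-treated cells at 36 µM; higher means less SRC3-driven luciferase light from the GAL4 reporter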
Shn3 inh set2 = reduction of Shn3 3'UTR firefly luciferase signal, primary screen, Schnurri-3 inhibitor project, cell-based, Clone20 osteoblasts, set 2; Clone20 osteoblast Shn3 3'UTR firefly luciferase, 24 h; inhibition, % at 12.5 µM; 360,000 compounds, 0.52% hits;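 active = mean inhibition of at least 75% with every replicate also reaching 75%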;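 note: 0% = median of neutral control wells and 100% = pilot-screen positive control compound; some compounds past the cut are filed as inactive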
Starred values were filed as active, the others as inactive; nt = not tested or not shown. An excerpt; the hit share may differ from the screen's.

Fields – TROY NFkB inh	NR2F2 inh	EBV LMP1 NFkB	SRC1 inh	TWEAK-Fn14 inh	KKLEB tox	CF NFkB block	NR5A2 inv ag	TRAIL sens C8	SRC3 inh	Shn3 inh set2
- Cc1cccc(C)c1OCC(N)C(C)C (stereo unspecified)
  4	20	1	-3	4	18	-23	10	-2	-4	-35
- O=C(CC1SC(=O)N(c2ccccc2)C1=O)Nc1ccc(Cl)cc1 (stereo unspecified)
  -26	11	-7	-36	-2	-15	7	-20	-6	6	-25
- Cc1cccc(/C=N/n2c(COc3ccccc3)n[nH]c2=S)c1
  -23	16	-8	6	-2	8	-31	3	-18	-6	16
- CC1CCN(S(=O)(=O)c2ccc3ccccc3c2)CC1
  -16	7	-5	-46	-2	-5	0	28	-8	5	25
- CCc1ccc(C(C)NC(=O)Cn2cnc3c(=O)n(C)c(=O)n(C)c32)cc1 (stereo unspecified)
  13	7	-7	-15	5	6	-4	13	6	8	-12
- C=CCn1c(=NC(=O)C2CC2)sc2cc(NC(C)=O)ccc21
  -25	-11	-5	-47	-3	-3	-25	10	-3	-31	-34
- O=C(COc1ccc(Cl)cc1)Nc1cc(S(=O)(=O)N2CCCCC2)ccc1N1CCCCC1
  3	4	11	-1	-15	-2	27	-7	-7	14	40
- O=C(NNc1ccc([N+](=O)[O-])cc1[N+](=O)[O-])C1C2CCCCC21 (stereo unspecified)
  -3	5	7	-76	6	-16	-1	20	-13	3	2
- O=c1oc2ccccc2c(Cl)c1CN1CCCCC1
  20	-5	-11	16	-1	3	7	3	12	15	84
- CCOC(=O)Cn1cnc2c(nnn2-c2ccc(F)cc2)c1=O
  -10	8	-4	1	3	-9	25	9	-9	10	-1
- CC(=O)c1ccc(N2CCN(C(=O)CNC(=O)c3ccc(Br)o3)CC2)cc1
  3	-3	5	-5	6	-2	10	25	-9	7	-10
- c1ccc2sc(-c3ccc4c(c3)OCO4)nc2c1
  11	nt	22	-80	74*	-24	-23	-147	73*	-69	-5
- CCN(c1ccccc1)S(=O)(=O)c1ccc(Cl)c(C(=O)N(CC2CCCO2)C2CCS(=O)(=O)C2)c1 (stereo unspecified)
  -6	-6	10	14	9	1	10	-5	-1	6	-2
- CCOC(=O)CCSCC(=O)Nc1nnc(C)s1
  5	-7	-6	8	-4	11	-10	9	1	2	-1
- Cc1oc(-c2ccccc2F)nc1CS(=O)(=O)CC(=O)NC(C)CCc1ccccc1 (stereo unspecified)
  -1	1	-1	-12	-10	8	-12	13	-23	12	9

3 compounds already listed, ordered by molar mass, falling:
Fields – TROY NFkB inh	NR2F2 inh	EBV LMP1 NFkB	SRC1 inh	TWEAK-Fn14 inh	KKLEB tox	CF NFkB block	NR5A2 inv ag	TRAIL sens C8	SRC3 inh	Shn3 inh set2
- O=C(NNc1ccc([N+](=O)[O-])cc1[N+](=O)[O-])C1C2CCCCC21 (stereo unspecified)
  -3	5	7	-76	6	-16	-1	20	-13	3	2
- C=CCn1c(=NC(=O)C2CC2)sc2cc(NC(C)=O)ccc21
  -25	-11	-5	-47	-3	-3	-25	10	-3	-31	-34
- CC1CCN(S(=O)(=O)c2ccc3ccccc3c2)CC1
  -16	7	-5	-46	-2	-5	0	28	-8	5	25

Next section
Fields – TROY NFkB inh	NR2F2 inh	EBV LMP1 NFkB	SRC1 inh	TWEAK-Fn14 inh	KKLEB tox	CF NFkB block	NR5A2 inv ag	TRAIL sens C8	SRC3 inh	Shn3 inh set2
- O=C(CC1CCCCC1)Nc1c2c(nn1-c1ccc(F)cc1)CS(=O)(=O)C2
  -3	8	7	-3	-3	-4	9	23	4	11	-13
- CCCCN(C(=O)c1ccc(-c2ccc([N+](=O)[O-])cc2)o1)c1c(N)n(CC(C)C)c(=O)[nH]c1=O
  -13	-14	3	4	-1	-3	-2	-12	2	13	-16
- CCOC(=O)c1c(NC(=O)COC(=O)c2ccc(NC(=O)CC#N)cc2)sc(C(=O)NC)c1C
  7	24	2	0	-31	-29	8	-6	16	-19	15
- CC(Oc1ccccc1Cl)C(=O)Nc1ccc(S(=O)(=O)N2CCCC2)cc1 (stereo unspecified)
  9	5	-10	-4	-22	6	4	-8	21	-2	18
- Cn1nc(C(=O)Nc2cccc(S(=O)(=O)N3CCCC3)c2)c2ccccc2c1=O
  9	-38	-8	-5	9	-2	-38	-7	-3	-1	0
- Cc1cccc(CN2CCC(CNC(=O)Cn3ncc4c([nH]c5ccccc54)c3=O)CC2)c1
  -12	0	9	0	0	6	7	11	12	-13	8
- Cc1cc(C)n(C(=O)CNC(=O)c2cccc(Cl)c2)n1
  -6	-9	-14	22	-34	2	6	3	-6	18	1
- COC(=O)c1sc(C(F)(F)F)c(-c2ccccc2)c1S(=O)(=O)N1CCCC1
  8	1	10	-3	-6	-3	-13	-8	-6	18	1
- Cc1c(C(=O)NCC2CCCO2)oc2ccccc12 (stereo unspecified)
  -26	-32	17	-43	-1	3	-12	-63	-21	-34	-51
- O=C(CSc1nnc2ccccn12)NC(=O)c1ccccc1Cl
  -2	7	4	-1	14	3	-18	-11	-4	4	-5
- Cc1c(Cc2ccccc2)c(=O)oc2c(C)c(OC(C)C(=O)N[C@@H](Cc3ccccc3)C(=O)O)ccc12 (stereo partly specified)
  5	24	0	-2	-2	-9	-24	-15	-16	10	5
- COc1ccc(CN(C)C[C@@H]2OCc3cnnn3CCCC(=O)N([C@H](C)CO)C[C@H]2C)cc1
  9	9	0	-6	12	8	-3	12	-6	2	-7
- COc1ccc(C(=O)CSc2nnc(CNC(=O)c3ccccc3)o2)cc1
  3	17	0	4	-13	-12	11	4	-12	12	-8
- CCOc1ccc(C(c2c(C)[nH][nH]c2=O)c2c(C)[nH][nH]c2=O)cc1OCC
  -21	-3	1	1	13	1	-12	30	-7	12	15
- CC1(C)CC(=O)C(=Cc2cn(-c3ccccc3)nc2-c2ccc(Cl)cc2)C(=O)C1
  -75	3	-9	-22	14	1	-14	-18	7	-5	9
- C=CCNC(=O)C1CC(=O)N(c2ccc(OCC(=O)NCc3ccccc3)cc2)C1 (stereo unspecified)
  -6	0	1	5	13	0	-8	6	-8	-11	0
- Cc1csc2nc3ccccc3c(=O)n12
  -13	-10	-7	-5	1	5	-11	13	8	1	-10
- CN(C)c1ccc(S(=O)(=O)NCC(=O)NCC2CCCCC2)cc1[N+](=O)[O-]
  -54	1	-11	-10	5	-1	9	2	-10	-11	-3
- COc1ccc(NC(=O)c2cc(-c3cc(Cl)ccc3OC)n[nH]2)c(OC)c1
  -5	5	nt	-2	38	0	-46	4	8	-9	5
- Cc1cccn2c(CN(C)CCC3CCCCO3)c(C(=O)N3CCCCC3)nc12 (stereo unspecified)
  7	-6	2	-17	-1	3	0	17	-2	-1	10
- COc1ccc(CNc2cc(C)nc3ccc(OC)cc23)cc1
  -16	4	-7	3	-16	-2	-1	-4	10	7	7
- CCc1ccc(N(CC)c2ncnc3nc[nH]c23)cc1
  39	40*	28	49	47	-12	58*	7	-1	34	7
- COc1cc(C)ccc1S(=O)(=O)NC(=O)C1(C)CCN1C(=O)c1ccc(C(F)(F)F)nc1C (stereo unspecified)
  -5	20	nt	13	16	-3	8	26	-10	-1	-5
- CCOc1ccc(/C=C/C(=O)NCc2ccccc2)cc1
  -48	-7	-4	4	-32	-2	-15	1	12	4	-14
- Cc1cc(C)c(C#N)c(SCC(=O)CC(=O)OC(C)C)n1
  -1	0	-7	-3	11	8	3	-22	1	12	-15
- COc1ccc(-n2cc(-c3ccccc3)c3c(NCCCN4CCOCC4)ncnc32)cc1
  5	2	2	-6	-1	-8	4	21	9	19	17
- CN1CCN(c2ccc(CNC(=O)C3(C)Cc4c(-c5ccc(C(N)=O)cc5)ccnc4O3)cc2)CC1 (stereo unspecified)
  1	-16	nt	-5	10	-5	24	-10	-2	-6	0
- Cc1cc(C)cc(NC(=O)C(Sc2nnc(C)c(=O)[nH]2)c2ccccc2)c1 (stereo unspecified)
  -3	-11	-7	8	20	6	5	10	5	9	2
- O=[N+]([O-])c1ccc([N+](=O)[O-])c(Nc2ccc(N3CCOCC3)cc2)c1
  20	6	5	-14	12	9	-13	-7	-4	11	-2
- COC(=O)c1n[nH]n(-c2ccc(F)c(Cl)c2)c1=O
  -9	-2	nt	-21	14	-2	-1	25	12	10	-2
- Cc1nonc1OCCNc1ccc([N+](=O)[O-])cc1[N+](=O)[O-]
  7	-9	6	-10	2	0	0	-28	5	-26	-13
- COc1ccc(CC(=O)Nc2cc(S(=O)(=O)N3CCOCC3)ccc2N2CCOCC2)cc1
  16	-4	-5	10	3	-3	0	3	-1	15	19
- O=C(NCC(=O)N(Cc1ccccc1)C(C(=O)NCC1CCCO1)c1ccccc1)c1ccco1 (stereo unspecified)
  13	1	-7	-19	18	3	-9	-3	6	7	-3
- CSc1ccc(CCNC(=O)C2CCN(c3nnc(-n4cccc4)s3)CC2)cc1
  2	5	9	6	0	-3	-14	19	9	-24	9
- COc1ccc(Cl)cc1C(=O)OCC(=O)N1CCCC(C)C1 (stereo unspecified)
  -24	-10	-7	-2	0	-6	-8	-11	9	3	-12
- Brc1ccc(-c2cnnc(N3CCCC3)n2)cc1
  -36	-8	5	-6	-3	2	-21	-5	-4	-7	-18
